# APJ ag: agonists of human APJ apelin receptor. P35414. CHO-K1 APJ PathHunter beta-arrestin, luminescence; 0% DMSO wells, 100% apelin. activation, % at 20 µM. 330,000 tested, 0.11% active;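 active means activation more than six SD over the plate average, tested at 20 µM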;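 further: 0% = DMSO alone and 100% = apelin-13 at 10 nM; some results filed as inactive read as strong as hits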
# Target sequence (P35414 whole entry, looked up): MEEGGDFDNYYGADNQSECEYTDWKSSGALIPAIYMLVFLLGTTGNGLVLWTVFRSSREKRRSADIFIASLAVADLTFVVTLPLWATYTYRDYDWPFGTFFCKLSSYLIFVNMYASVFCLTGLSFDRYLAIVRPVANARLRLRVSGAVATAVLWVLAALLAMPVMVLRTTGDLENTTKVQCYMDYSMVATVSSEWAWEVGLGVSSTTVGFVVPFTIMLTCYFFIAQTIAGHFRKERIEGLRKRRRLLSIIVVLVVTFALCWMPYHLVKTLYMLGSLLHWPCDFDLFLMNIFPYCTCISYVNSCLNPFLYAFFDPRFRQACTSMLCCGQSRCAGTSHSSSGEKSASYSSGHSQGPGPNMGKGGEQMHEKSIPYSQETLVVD
#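 assay system = CHO-K1 APJ beta-arrestin complementation cell line | input = cell density 1000 per well | dosing = compound 20 µM once, DMSO 1% | timing = compound 90 min 25 °C, reagent 1 h | measured by = luminescence from split beta-galactosidase complementation, Galacton Star/Emerald II substrate | read-out basis = APJ agonist activity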
# tim10-1 inh: inhibits growth of tim10-1 mutant yeast. S. cerevisiae tim10-1 ts strain growth, BacTiter-Glo, 24 h. AID 463190. 330,000 tested, 2.2% active. inhibition, % at 20 µM;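 active means inhibition of at least 40%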;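 further: mutant grown at 25 °C; 0% = DMSO wells with yeast and 100% = wells holding no yeast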
# UPR CHOP act: apoptotic UPR (CHOP) activation; CHO-CHOP luciferase reporter, luminescence; percent of tunicamycin response over DMSO baseline; activation, % at 10 µM; 330,000 tested, 0.34% active; AID 449763;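 active means at 10 µM dose, activation of 40% or more, normalized to positive control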;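 further: 100% = tunicamycin at 10 µg/mL and 0% = DMSO alone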
#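 assay system = CHO CHOP reporter cells | amount = 500 CHO-CHOP cells per well | buffer or medium = F12 with 10% FBS | incubation = 16-18 h cell attachment, then 6 h compound exposure, 37 °C | detection = luminescence read with Steady-Glo | read-out = percent activation relative to tunicamycin control | controls = tunicamycin high control, DMSO low control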
# XBP1 UPR activ: activators of adaptive arm of unfolded protein response (XBP1) | CHO-XBP1 luciferase reporter, IRE1-XBP1 UPR activation, luminescence; percent of tunicamycin response, DMSO as zero | activation, % at 20 µM | 330,000 tested, 0.33% active | AID 463104;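 active means versus positive control, 20 µM dose yields 30% or more activation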;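 further: 100% = tunicamycin at 10 µg/mL and 0% = DMSO only wells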
#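 Signal: luciferase luminescence; Assay system: CHO-XBP1 luciferase reporter cells; Amount: one thousand reporter cells per well; Dosing: 20 µM single concentration, DMSO 1%; Benchmarks: high control tunicamycin 10 µg/mL final, low control DMSO vehicle only; Schedule: 6 h compound exposure at 37 °C, 5% CO2; Evaluation: percent activation relative to tunicamycin reference.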
# APJ antagonist: APJ receptor antagonism. P35414. CHO-K1 APJ beta-arrestin complementation, luminescence. inhibition, % at 20 µM. 330,000 tested, 0.32% active. AID 2521;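 active means inhibition above about 40% at 20 µM, limit read from the data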;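 further: cells challenged with 10 nM apelin-13 agonist together with compound; plate controls were apelin-13 plus DMSO wells for no effect and DMSO wells lacking apelin-13 for full effect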
# TIM10 inh: inhibits growth of TIM10 yeast strain; S. cerevisiae TIM10 strain growth, BacTiter-Glo luminescence, 24 h; inhibition, % at 10 µM; AID 463195; 330,000 tested, 1.4% active;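 active means inhibition of 40% or more at the single tested concentration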;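 further: wild-type TIM10 isogenic control strain grown at permissive 25 °C; 0% = DMSO yeast wells and 100% = minimal medium wells without yeast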
# Mdm2-MdmX inh: human Mdm2/MdmX binding inhibition | O15151+Q00987 | SaOS-2 split-luciferase Mdm2/MdmX complementation, luminescence | inhibition, % at 8 µM | 330,000 tested, 3% active | AID 485346;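 active means inhibition of at least 50% at 8 µM in the primary screen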
# tim23-1 inh: tim23-1 yeast growth inhibition; AID 463212; S. cerevisiae tim23-1 growth, BacTiter-Glo luminescence, 24 h; inhibition, % at 20 µM; 330,000 tested, 1.3% active;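 active means growth inhibition of the mutant yeast at or above 50%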;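 further: temperature-sensitive mutant grown at 25 °C; plate controls were DMSO-treated mutant yeast for no effect and medium wells lacking yeast for full effect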
# CXCR6 block: inhibitors of human CXCR6 receptor | inhibition, % at 20 µM | AID 602244 | CHO-K1 PathHunter CXCR6 beta-arrestin, luminescence | 360,000 tested, 0.36% active | O00574; in the data active means inhibition above about 34%, passing the limit was not always enough;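 further: antagonist mode with CXCL16 agonist at 10 nM final; 0% = 10 nM CXCL16 with DMSO and 100% = unstimulated wells without agonist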
# Target sequence (O00574 whole entry, looked up): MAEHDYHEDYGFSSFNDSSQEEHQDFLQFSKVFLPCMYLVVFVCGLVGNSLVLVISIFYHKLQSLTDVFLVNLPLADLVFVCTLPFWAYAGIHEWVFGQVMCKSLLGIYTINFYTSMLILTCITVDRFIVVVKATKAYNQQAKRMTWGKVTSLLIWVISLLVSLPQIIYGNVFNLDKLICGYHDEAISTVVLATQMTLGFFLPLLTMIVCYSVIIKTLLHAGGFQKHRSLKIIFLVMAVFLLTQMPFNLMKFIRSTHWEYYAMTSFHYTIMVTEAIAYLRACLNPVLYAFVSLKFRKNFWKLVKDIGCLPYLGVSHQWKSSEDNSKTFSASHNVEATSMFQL
# * hit, by the source's call; / = no result given. These rows are one share of the data, so the mix of outcomes need not match the whole.
# Sample of the layout:
SMILES,APJ ag,tim10-1 inh,UPR CHOP act,XBP1 UPR activ,APJ antagonist,TIM10 inh,Mdm2-MdmX inh,tim23-1 inh,CXCR6 block
Cc1ccc(C)c(OCC(=O)N2CCCN(C)CC2)c1,-3,3,1.2,-1,-1,2,-5,16,1
CC(O)(CS(=O)(=O)c1cccc(C(F)(F)F)c1)C(=O)Nc1ccc(C(F)(F)F)cc1 (stereo not drawn),-3,29,0.2,1,-1,0,-12,18,-7

# The whole of this part, from the first entry:
SMILES,APJ ag,tim10-1 inh,UPR CHOP act,XBP1 UPR activ,APJ antagonist,TIM10 inh,Mdm2-MdmX inh,tim23-1 inh,CXCR6 block
Cc1ccc(C)c(OCC(=O)N2CCCN(C)CC2)c1,-3,3,1.2,-1,-1,2,-5,16,1
CC(O)(CS(=O)(=O)c1cccc(C(F)(F)F)c1)C(=O)Nc1ccc(C(F)(F)F)cc1 (stereo not drawn),-3,29,0.2,1,-1,0,-12,18,-7
CN1CCN(Cc2nnc3n2-c2ccc(Cl)cc2C(c2ccccc2)=NC3)CC1,-4,7,1.2,-1,-8,6,-1,5,8
CC[C@H]1CC2CN3CCc4c([nH]c5ccccc45)C(C(=O)OC)(C2)C13 (stereo partly drawn),1,10,-1.6,-3,-62,-1,34,5,-2
CCOC(=O)c1c(C)n(CC(O)CN2CCOCC2)c2cc(Br)c(OC)cc12 (stereo not drawn),-1,24,0.9,-1,-5,25,-19,2,-3
CCC(NC(=O)OC(C)(C)C)C(=O)Oc1cc(C)cc2oc(=O)c3c(c12)CCC3 (stereo not drawn),-2,19,-0.7,-2,-15,30,-4,-6,9
N#Cc1ccc(NC(=O)CN2CCCC2)cc1Cl,-1,7,0.1,-4,-6,10,-1,-11,9
CC(=NCCc1ccccc1)c1c(O)[nH]c(=O)[nH]c1=O,-2,3,-1.7,4,20,9,11,4,-2
CC(C)(C)c1ccc(S(=O)(=O)N2CC3CC(C2)c2cccc(=O)n2C3)cc1 (stereo not drawn),3,12,0.2,-1,-8,9,-19,11,2
O=C1NC(=O)N(Cc2ccco2)C(=O)/C1=C/c1ccc(-c2cccc([N+](=O)[O-])c2)o1,-4,27,29,12,24,-5,27,17,35
Cc1ccc(-c2nc3ccc(C)cn3c2CC(=O)N(C)C)cc1,-7,24,-0.1,-7,-4,6,11,5,2
Cc1cccc(-c2nc3ccccc3c(=O)n2-n2cccc2)c1,-4,10,-4.2,-4,-11,1,14,21,0
COc1c(C=C2C(=O)NC(=O)NC2=O)c(CCN(C)C(=O)c2ccccc2)cc2c1OCO2,0,23,0.1,-2,-52,5,1,20,0
Cc1ccc(NC(=O)CSc2nnc([C@@H](N)Cc3c[nH]c4ccccc34)o2)c(C)c1,-2,18,-2.9,-1,3,18,2,26,-2
O=C1Nc2ccccc2/C1=C/c1cnc[nH]1,-5,-9,-0.1,6,-4,3,17,16,-6
COC(=O)C1=C(c2ccc(C(C)=O)cc2)C[C@@H]2CC[C@H]1N2C(=O)NCc1ccc(C(F)(F)F)cc1,-3,6,1.4,0,0,9,20,25,-3
c1ccc(CC2CCCCN2)cc1 (stereo not drawn),-3,-3,1.6,-4,5,-6,-5,-4,6
O=C(COC(=O)Cc1ccccc1)NNC(=O)c1ccc([N+](=O)[O-])cc1,0,-3,2.2,-2,-9,3,-7,5,-5
CCOP(=O)(OCC)C(NC(=O)c1ccccc1)=C(Cl)Cl,-7,-13,0.3,2,-15,-7,0,2,2
CC(Cc1ccccc1)N1Cc2ccccc2C1 (stereo not drawn),-2,-9,-0.5,1,21,0,8,-7,7
Cc1nc2c(C(=O)N3CCC4(CC3)OCCO4)cnn2c(C)c1Cc1cccc(Cl)c1,-6,21,-0.9,0,-4,13,14,35,2
NC1CCc2cc(O)c(O)cc2C1 (stereo not drawn),-6,-24,0.2,-6,18,-5,-25,7,-3
CCOP(=O)(OCC)C(O)c1ccccc1 (stereo not drawn),4,-12,0.6,1,-2,13,10,-11,-12
CC(C)CCNC(=O)c1cc(C(=O)c2cc(Br)ccc2O)cn(CCC(C)C)c1=O,3,4,1.7,0,-44,3,34,11,-2
O=C1C(Cl)=CC(=Nc2ccc(O)cc2)C=C1Cl,-2,13,13,0,-93,2,45,26,16
Cc1cccc(OP(=O)(Oc2cccc(C)c2)OC(c2ccccc2)C(F)(F)F)c1 (stereo not drawn),-2,10,-1.0,-2,3,8,-6,4,-3
CCCCCCC(=O)N/N=C/c1c(O)n(C(C)CC)c(=S)[nH]c1=O (stereo not drawn),-5,-11,-3.0,-2,11,-10,58*,9,23
CCCC12CN3CCN(C1)CC(CCC)(C3)C2=O,1,5,0.5,1,-14,-22,0,-6,-1
CCC(=O)OC1(Cc2ccc(CC)cc2)CC(C)N(C)CC1C (stereo not drawn),-6,0,-2.4,-2,-2,8,5,4,-2
COC(=O)C(O)(c1ccc(N(C)C(=O)OC(C)C)cc1)C(F)(F)F (stereo not drawn),-3,18,1.3,0,15,6,12,20,0
C1CCC2CCCCC2C1 (stereo not drawn),-1,-11,2.2,-1,-1,0,19,-7,-4
CC(=O)c1ccc2c(c1)C1C(Cl)C(Sc3ccccc3[N+](=O)[O-])CC1C(c1ccccc1[N+](=O)[O-])N2 (stereo not drawn),10,23,0.9,-2,-1,28,-12,19,1
Cc1cc([N+](=O)[O-])c2ccccc2[n+]1[O-],4,68*,-4.1,-6,-16,87*,99*,79*,-15
Cc1cccc(-n2c(O)c(C=NC34CN5CN(CN(C5)C3)C4)c(=O)[nH]c2=O)c1,2,1,-0.4,1,11,9,-8,4,-3
O=[N+]([O-])c1ccc(N2CCCCCC2)c2nonc12,-5,-15,-0.2,-6,35,-3,12,13,29
O=c1c2ccccc2nc(Cc2ccccc2)n1-c1cccc(O)c1,-2,22,1.6,0,3,-11,5,16,9
CCCCC(=O)N/N=C/c1c(O)n(CCCC)c(=S)[nH]c1=O,1,-8,-0.1,1,6,-11,13,5,14
CC[C@H](C)[C@@H]1O[C@@]2(C=CC1C)CC1C[C@@H](CC=C(C)C(O[C@H]3CC(OC)C(O[C@H]4CC(OC)C(O)C(C)O4)C(C)O3)C(C)C=CC=C3CO[C@@H]4C(O)C(C)=C[C@@H](C(=O)O1)[C@]34O)O2 (stereo partly drawn),0,30,36,50*,6,-4,85*,19,/
O=S(=O)(c1ccc(Cl)cc1)N1CN2CCN(C2)C1,0,7,0.5,0,3,0,-7,9,0
COC(=O)C1=C(c2ccccc2OCc2ccccc2)C[C@@H]2CC[C@H]1N2C(=O)NCc1ccc(C(F)(F)F)cc1,-4,28,2.8,-5,1,22,45,27,9
COc1ccc(OC(=O)N(C)C)c(CN(C)C)c1,5,-6,-2.0,-2,-16,-2,11,7,10
Cc1ccc(N=Nc2c(O)[nH]c(=O)[nH]c2=O)c([N+](=O)[O-])c1,6,13,1.7,-1,8,-4,0,16,6
CCc1ccc(N2C(=O)CC(=O)NC2=O)cc1,1,6,-0.2,-3,-10,0,-17,-3,3
Cc1ccccc1C(=O)NC(Oc1ccccc1)C(Cl)(Cl)Cl (stereo not drawn),0,0,3.4,0,15,5,23,5,2
COc1ccc(-n2c(CNCCc3ccc(C)cc3)nc3ccccc3c2=O)cc1,-1,18,2.9,-2,-3,12,-8,34,0
c1ccc2sc(N3CCNCC3)nc2c1,-2,7,-1.6,3,16,4,-7,2,1
CC(C)(C)NS(=O)(=O)c1ccc(OCC(=O)N2CCN(Cc3ccccc3)CC2)cc1,-2,6,-2.0,-3,1,2,-1,14,1
COc1ccccc1OP(=O)(Nc1ccc(Br)cc1)Oc1ccccc1OC,-3,8,0.5,-3,-5,14,25,15,-1
CCOP(=S)(OCC)SCCSCC,-4,4,1.9,-1,5,-5,7,3,5
CC(=O)OC1C2CCC1C(N1CCCCC1)CC2 (stereo not drawn),1,3,0.2,-2,17,3,25,-5,-7
O=C(Nc1ccccc1)N1CCC2(CC1)OCCO2,-2,0,0.2,2,3,-15,5,8,-4
COc1ccc(C(=O)C2CCCN(C3CSCCSC3)C2)cc1OC (stereo not drawn),2,4,1.1,0,-13,1,13,20,6
CCOP(=O)(OCC)C(O)c1ccc2c(c1)OCO2 (stereo not drawn),1,3,-0.4,-2,5,10,-23,9,-9
Cc1cc(O)c2c3c(c(=O)oc2c1)CCC(C)C3 (stereo not drawn),-1,-21,1.4,-1,0,-10,15,8,-6
CC12CN3CCN(C1)CC(C)(C3)C2=NN,1,-13,2.2,-1,-6,4,17,14,8
CCCC(=O)OCC[N+](C)(C)C,-6,3,-1.1,-8,0,1,16,6,-2
COc1ccc(N2C(=O)NC(=O)C(CCc3ccncc3)(CCc3ccncc3)C2=O)cc1,-3,2,-0.3,-3,3,-7,16,-17,-6
C=CCn1c(O)c(C(C)=NCCCN(C)C)c(=O)[nH]c1=O,-4,12,-0.8,0,8,12,15,10,6
COC(=O)C1=C(c2c(C)noc2C)C[C@@H]2CC[C@H]1N2C(=O)NCc1ccco1,-4,-4,-0.8,-1,2,0,34,-6,6
CCOC(=O)C(O)(c1ccc(N(CC)S(=O)(=O)c2ccc(C)cc2)cc1)C(F)(F)F (stereo not drawn),-3,21,0.7,0,-5,20,-9,27,3

# Further structures follow.
SMILES,APJ ag,tim10-1 inh,UPR CHOP act,XBP1 UPR activ,APJ antagonist,TIM10 inh,Mdm2-MdmX inh,tim23-1 inh,CXCR6 block
CC1=CC(=C2C(=O)NC(=O)NC2=O)C=C(C(F)(F)F)N1C(C)C,-3,8,0.4,-1,-11,-4,-9,7,-6
COC(=O)C1=C(c2ccc(F)cc2OCc2ccccc2)C[C@@H]2CC[C@H]1N2C(=O)NCCOc1ccccc1,5,18,3.4,0,8,12,37,34,2
Cc1c(NC(NC(=O)CF)C(Cl)(Cl)Cl)c(=O)n(-c2ccccc2)n1C (stereo not drawn),-4,-2,-0.6,-2,12,5,-24,2,-11
OCC[n+]1c2ccccc2nc2ccc(N3CCOCC3)cc21,-1,26,-0.8,-2,11,36,12,20,-10
COCCCn1c(N)c(C(=O)OCCOC)c2nc3ccccc3nc21,-9,29,0.0,3,10,14,18,15,-5

# One compound at a time, as listed above.
# COCCCn1c(N)c(C(=O)OCCOC)c2nc3ccccc3nc21 is listed as APJ ag = -9; tim10-1 inh = 29; UPR CHOP act = 0.0; XBP1 UPR activ = 3; APJ antagonist = 10; TIM10 inh = 14; Mdm2-MdmX inh = 18; tim23-1 inh = 15; CXCR6 block = -5
# CCC(=O)OC1(Cc2ccc(CC)cc2)CC(C)N(C)CC1C (stereo not drawn) is listed as APJ ag = -6; tim10-1 inh = 0; UPR CHOP act = -2.4; XBP1 UPR activ = -2; APJ antagonist = -2; TIM10 inh = 8; Mdm2-MdmX inh = 5; tim23-1 inh = 4; CXCR6 block = -2
# COC(=O)C1=C(c2ccccc2OCc2ccccc2)C[C@@H]2CC[C@H]1N2C(=O)NCc1ccc(C(F)(F)F)cc1 is listed as APJ ag = -4; tim10-1 inh = 28; UPR CHOP act = 2.8; XBP1 UPR activ = -5; APJ antagonist = 1; TIM10 inh = 22; Mdm2-MdmX inh = 45; tim23-1 inh = 27; CXCR6 block = 9

# Screening results (PubChem)
